# AmpC detergent: qHTS Inhibitors of AmpC Beta-Lactamase (assay with detergent) | AID 485294, 2010 | AmpC hydrolysis of nitrocefin, absorbance 480 nm, 0.01% Triton | P00811 | 370,000 tested, 0.041% active | Potency, µM (titrated, usually from 114 µM), inactives show at the top dose activity change, negative = inhibition, most hits filed as inhibitors;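 also: potency is read from the fitted curve at half-maximal effect; 0% = no-compound wells and -100% = no-enzyme wells; nearly all actives have a fitted effect of over 25% in size; some results filed as inactive show a strong effect at the top dose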
# Target sequence (P00811 whole entry, looked up): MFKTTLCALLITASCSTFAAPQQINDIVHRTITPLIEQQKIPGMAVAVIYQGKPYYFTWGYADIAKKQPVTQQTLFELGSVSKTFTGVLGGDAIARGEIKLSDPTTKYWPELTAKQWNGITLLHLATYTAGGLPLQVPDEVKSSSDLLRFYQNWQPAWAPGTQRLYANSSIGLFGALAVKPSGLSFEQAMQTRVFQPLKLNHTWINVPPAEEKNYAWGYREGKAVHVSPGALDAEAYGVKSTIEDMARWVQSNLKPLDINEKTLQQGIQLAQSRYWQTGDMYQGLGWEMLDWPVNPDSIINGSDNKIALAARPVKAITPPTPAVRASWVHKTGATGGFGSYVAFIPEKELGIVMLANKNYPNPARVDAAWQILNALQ
#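 AmpC (5.3 nM in the dispensed reagent) in 20 mM phosphate pH 7.0 with 0.01% (detergent screen) or 0.0001% Triton X-100 was preincubated with compounds for 15 min at room temperature. Nitrocefin was then added from an 800 uM solution, and hydrolysis was followed at 480 nm.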
# Sm TGR block: qHTS Assay for the Inhibitors of Schistosoma Mansoni Peroxiredoxins; Schistosoma mansoni thioredoxin glutathione reductase (TGR), Q962Y6; purified TGR, DTNB reduction, TNB absorbance 405 nm; Potency, µM (top dose mostly 114 µM), inactives show top-dose activity change, negative = inhibition, usual class: inhibitors; 360,000 tested, 3% active; AID 485364, 2010; also: potency is read from the fitted curve at half-maximal effect; nearly all actives have a fitted effect of over 60% in size
#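 Kinetic colorimetric format: TGR-catalysed, NADPH-driven DTNB reduction monitored via TNB absorbance. Enzyme dispensed at 20 nM; compound exposure 15 min at room temperature before reaction start.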
# HCMV antiviral: qHTS Assay for inhibitors of the human cytomegalovirus (HCMV); HFF cells, HCMV-luciferase reporter, 72 h; hits give low values; activity change, negative = inhibition, % at 57.5 µM; 410,000 tested, 4.5% active; AID 1259415, 2018; in the data active = activity change below about -60%; inconclusive = no clear call, values can overlap the other calls; inactive = above about -39%
#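 After 16 h attachment at 37C, HFF cells received test compound and HCMV-luciferase (1 PFU/cell); reporter luminescence read 72 h later, data normalized against buffer-only and known inhibitor Salinomycin.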
# HCV inhibitor: qHTS Assay for Inhibitors of Hepatitis C Virus (HCV); Huh7.5.1 HCVcc-Cre infection, luciferase reporter, 44 h; Potency, µM (doses to about 41.8 µM), for the others: at the top dose activity change, negative = inhibition, hits mostly inhibitors; 340,000 tested, 3.4% active; AID 651820, 2012; also: potency is read from the fitted curve at half-maximal effect
#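 1,000 cells/well; 4 h culture; + compound; + HCVcc-Cre (~0.5 moi); 44 h; luciferase substrate, RT 15 min; read 15 sec.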
# Giardia FBPA inh: qHTS Assay for Inhibitors of Fructose-1,6-bisphosphate Aldolase from Giardia Lamblia; purified Giardia FBPA; A8B2U2; AID 2451, 2010; Potency, µM (highest dose often 59.6 µM), inactives show top-dose activity, negative = inhibition, most hits filed as inhibitors; 290,000 tested, 0.71% active; also: potency is read from the fitted curve at half-maximal effect; nearly all actives have a fitted effect of over 55% in size
# Target sequence (A8B2U2 whole entry, looked up): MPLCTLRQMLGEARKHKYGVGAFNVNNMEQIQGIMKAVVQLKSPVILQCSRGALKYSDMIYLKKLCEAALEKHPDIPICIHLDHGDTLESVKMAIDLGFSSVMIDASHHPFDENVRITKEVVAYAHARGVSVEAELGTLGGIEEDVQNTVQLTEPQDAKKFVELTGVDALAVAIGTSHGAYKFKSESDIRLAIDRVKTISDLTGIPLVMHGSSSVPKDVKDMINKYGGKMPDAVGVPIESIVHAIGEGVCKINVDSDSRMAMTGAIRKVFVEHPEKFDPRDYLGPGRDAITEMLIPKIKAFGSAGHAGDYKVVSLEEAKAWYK
#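 Giardia FBPA (40 nM reagent) was preincubated 10 min at RT with compound (up to 57.5 uM final), then substrate plus GAPDH/TPI/NAD/arsenate coupling system with diaphorase/resazurin was added; resorufin fluorescence (525/598 nm) was read after 20 min.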
# AmpC inh no detg: qHTS Inhibitors of AmpC Beta-Lactamase (assay without detergent); P00811; AmpC nitrocefin hydrolysis, absorbance 480 nm, 0.0001% Triton; Potency, µM (series often up to 57.1 µM), inactives show at the top dose activity change, negative = inhibition, actives largely listed as inhibitors; 330,000 tested, 0.52% active; AID 485341, 2010;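 also: potency is read from the fitted curve at half-maximal effect; plate controls were no compound for no effect and no enzyme for full effect; nearly all actives have a fitted effect of over 20% in size; some results filed as inactive show a strong effect at the top dose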
#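 20 mM phosphate pH 7.0 + 0.01% (detergent screen) or 0.0001% Triton X-100; 5.3 nM AmpC reagent; cpd preinc 15 min RT; nitrocefin (800 uM stock) to start; A480 q20 s × 4 min; Activity was normalised to no-enzyme and no-compound control wells.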
# * marks the source's active call; other numbers are inactive results; ? = inconclusive; / = not tested or not shown; [ ] = dose if it differs, or a comment. Unless noted, calls follow the shape of the dose curve; as a rule, active = well fitted curve in the direction sought with a large enough effect; inconclusive = small, poorly fitted or top-dose-only effect, or another doubt; inactive = no such curve, though single readings can be large; an effect the other way counts as inactive or inconclusive. Unless noted, % is scaled to controls: 0 for no effect and ±100 for the full control effect.
cpd	SMILES	AmpC detergent	Sm TGR block	HCMV antiviral	HCV inhibitor	Giardia FBPA inh	AmpC inh no detg
1	Cc1ccc(S(=O)(=O)NCC(=O)OCC(=O)c2ccc(Br)s2)cc1	-9%	?	6	-4%	3%	-37%
2	[N-]=[N+]=N[C@@H](CCN1CC[C@H](NC(=O)OCc2ccccc2)CCC1=O)c1ccccc1	-14%	0%	-6	-17%	-5%	119%[activator]
3	CNC(=S)NNC(=O)CCn1nc(C)c(Br)c1C	-2%	1%	7	14%	-4%	/
4	COc1cccc(CNc2ccc(C(=O)O)cc2)c1OCc1ccccc1	-6%	-11%	50	7%	?	-19%
5	Brc1ccc(Nc2c3c(nc4nncn24)CCC3)cc1	0%	35µM*	4	/	/	/
6	Cc1ccc(N2C(=O)[C@@H]3C(C(=O)CN4C(=O)c5ccccc5C4=O)=NN[C@@H]3C2=O)c(C)c1	2%	-6%	14	14%	6%	-2%
7	CC(=O)N1CCN(c2ccccc2NC(=O)c2cccs2)CC1	-2%	7%	4	-12%	/	1%
8	CCOc1cc(C(=O)OCC(=O)Nc2cc(C)on2)cc(OCC)c1OCC	-11%	-2%	11	?	6%	-14%
9	CCN(CC)CCN1C(=O)C2C(C(=O)Nc3ccc(C(C)C)cc3)C3C=CC2(O3)C1C(=O)NC1CCCCC1 (centres undefined)	-10%	0%	?	-26%	-2%	18%
10	COc1c(Br)cc([N+](=O)[O-])c(OC)c1C(=O)NC(=O)Nc1cc(Cl)cc(Cl)c1	8%	-2%	?	?	-1%	-49%
11	COc1ccc(C)cc1S(=O)(=O)N1CCC(C(=O)N2CCN(C)CC2)CC1	1%	-4%	37	5%	0%	-27%
12	Cc1cc(C)n2c(SCC#N)nnc2n1	-17%	1%	-2	6%	4%	3%
13	Cc1ccc(CCNC(=O)c2coc3nc4ccccc4nc23)cc1	-8%	-1%	-25	6%	-18%	-40%
14	CSc1nc(NCc2ccco2)c2c3c(sc2n1)CN(C)CC3	3%	0%	/	/	-4%	6%
15	CCOC(=O)C1=C(C)Nc2ccccc2S1	-5%	-10%	22	-9%	-18%	-30%
16	O=c1cc(CSc2nnc(COc3ccc(Cl)cc3)o2)c2ccccc2[nH]1	-4%	-2%	18	?	-7%	-21%
17	O=C(O)CSc1nnc(COc2ccc([N+](=O)[O-])cc2)n1-c1ccccc1	4%	0%	-34	-4%	7%	-22%
18	CC(C)CCC1(C)NC(=O)N(CC(=O)NCC(=O)Nc2ccc(F)c(F)c2F)C1=O (centres undefined)	/	/	-7	?	/	3%
19	O=C(CSc1nnc2n1CCCN2)c1ccccc1	8%	4%	26	20%	5%	-17%
20	O=C1Nc2ccccc2N=C(c2ccccc2)C1Br (centres undefined)	-4%	40µM*	-24	4%	?	-29%
21	CC(Sc1ccc(S(=O)(=O)N2CCN(C)CC2)cn1)C(=O)NC1CCCCC1 (centres undefined)	-9%	-19%	?	-3%	/	1%
22	COC(=O)c1ccc(C(C2C(=O)CC(C)(C)CC2=O)C2C(=O)CC(C)(C)CC2=O)cc1	-14%	?	?	10%	9%	-3%
23	CCc1ccc(N(CC)C(=O)CCn2cnc3onc(-c4ccc(F)cc4)c3c2=O)cc1	21%	-1%	4	/	/	/
24	Fc1cccc(Nc2nc(N3CCOCC3)nc(N3CCOCC3)n2)c1	-12%	-9%	60	?	12%	17%

# Reprinted from the part before: 5 entries; new compounds follow.
cpd	SMILES	AmpC detergent	Sm TGR block	HCMV antiviral	HCV inhibitor	Giardia FBPA inh	AmpC inh no detg
20	O=C1Nc2ccccc2N=C(c2ccccc2)C1Br (centres undefined)	-4%	40µM*	-24	4%	?	-29%
21	CC(Sc1ccc(S(=O)(=O)N2CCN(C)CC2)cn1)C(=O)NC1CCCCC1 (centres undefined)	-9%	-19%	?	-3%	/	1%
22	COC(=O)c1ccc(C(C2C(=O)CC(C)(C)CC2=O)C2C(=O)CC(C)(C)CC2=O)cc1	-14%	?	?	10%	9%	-3%
23	CCc1ccc(N(CC)C(=O)CCn2cnc3onc(-c4ccc(F)cc4)c3c2=O)cc1	21%	-1%	4	/	/	/
24	Fc1cccc(Nc2nc(N3CCOCC3)nc(N3CCOCC3)n2)c1	-12%	-9%	60	?	12%	17%
25	COc1cccc(CNC(=O)CCC(=O)N2CC(C)Oc3ccccc32)c1OC (centres undefined)	-7%	10%	9	-14%	10%	43%
26	C=CCc1ccccc1OCC(O)CN(CC)CC (centres undefined)	?	?	-6	-10%	-13%	-7%
27	O=C(CN1C(=O)NC2(CCCCC2)C1=O)Nc1cc(C(F)(F)F)ccc1N1CCCC1	-3%	-16%	-21	-21%	/	-2%
28	CCn1c(SCC(=O)Nc2cccc(C)c2)nc2c(c1=O)SC(C)C2 (centres undefined)	3%	7%	17	?	13%	-3%
29	O=C(CSc1n[nH]c(=O)n1-c1ccc2c(c1)OCCO2)Nc1ccccc1	5%	0%	7	-4%	1%	-17%
30	COc1ccc(C(NC(N)=O)c2ccccc2)cc1 (centres undefined)	-6%	0%	-15	12%	6%	-21%
31	COc1ccc(-c2n[nH]c(C)c2-c2cc(OC)ccc2O)cc1	-2%	-29%	43	8%	-10%	-19%
32	COc1cccc(C(=O)Nc2c(F)cccc2F)c1	3%	4%	19	?	1%	-25%
33	CCN(CC)C(=O)N1CCC(NC(=O)c2ccccc2)CC1	-19%	5%	12	21%	-2%	-10%
34	CC(C)(C)c1cnnn1-c1ccc(NC(=O)c2ccc3c(c2)OCO3)cc1	-3%	-11%	-5	?	0%	-12%
35	C#CCOCCOCCOCCNc1nc(N2CCN(C(=O)[C@H](CCCCN)n3cc(C(N)[C@H](C)CC)nn3)CC2)nc(N2CCN(C(=O)[C@H](CCC(=O)O)n3cc(C(N)[C@H](C)CC)nn3)CC2)n1 (some centres undefined)	1%	16µM*	/	12%	-27%	164%[activator]
36	Cc1nn(C)c2ncc(C(N)=O)c(Oc3ccc(Cl)cc3)c12	-3%	-5%	?	-4%	13%	-6%
37	O=C(N=Nc1c(O)[nH]c2ccc([N+](=O)[O-])cc12)c1ccccc1Cl	?	-1%	?	?	-12%	-29%
38	CCOc1cc(NC(=S)NCc2ccco2)c(OCC)cc1NC(=O)C1CC1	-14%	-3%	-5	-22%	-9%	-29%
39	Cc1ccc(C(CNS(=O)(=O)c2ccc(Cl)cc2)N2CCN(C)CC2)cc1 (centres undefined)	-9%	-10%	-27	?	/	84%[activator]
40	Cc1cc(C(=O)CN2C(=O)NC(C)(c3cc(F)ccc3F)C2=O)c(C)n1C1CC1 (centres undefined)	/	/	13	13%	/	-4%
41	COc1ccc2nc(C)cc(SCC(=O)N/N=C/c3cccc4ccccc34)c2c1	-6%	-1%	-68*	10µM*	10%	-19%
42	COc1ccc(CCNC(=O)C2CCN(S(=O)(=O)N3CCOCC3)CC2)cc1OC	-4%	-1%	20	4%	-1%	-12%
43	COc1ccc(-c2nnsc2N2C(=O)c3ccccc3C2=O)cc1	-10%	15%	-10	12%	12%	-19%
44	O[C@H]1COC2C1OC[C@@H]2O (some centres undefined)	?	-12%	-19	?	8%	-4%
45	Cc1nc(Nc2ccccc2)c2oc3ccc(Cl)cc3c2n1	-6%	-5%	17	-27%	6%	-26%
46	COc1ccccc1NS(=O)(=O)c1cccc(C(=O)NCC(c2cccs2)N2CCOCC2)c1 (centres undefined)	-7%	-2%	-17	-9%	/	42%
47	COC(=O)CC1=C(C(=O)OC)[C@@H](c2ccccc2[N+](=O)[O-])C(C#N)=C(N)O1	-7%	-15%	50	17%	?	-4%
48	CCCCn1c(SCC(=O)Nc2nnc(C)s2)nnc1-c1ccncc1	-2%	0%	0	9%	0%	1%
49	CCCCN(C)C(=O)c1cc2cc3ccc(OC)cc3nc2o1	-1%	-20%	61	-19%	4%	-1%
50	CCOc1ccc(N2CC(C(=O)Nc3ccc(OC)c(S(=O)(=O)N4CCCCC4)c3)CC2=O)cc1 (centres undefined)	2%	6%	-34	?	4%	59%
51	Cc1ccc(NC(=O)CCC(=O)NNC(=O)c2ccco2)cc1C	?	-30%	46	11%	1%	-36%
52	O=S(=O)(NC1CCCCC1NCc1ccco1)c1ccccc1 (centres undefined)	?	-15%	29	9%	1%	-26%
53	CN(C)S(=O)(=O)c1cccc(NC(=O)c2ccc3nccnc3c2)c1	8%	9%	?	?	-19%	-9%
54	O=C(O)Cn1nc2ccccc2n1	2%	7%	45	10%	1%	-6%
55	O=C(NCCCCCCNC(=O)OC1CCS(=O)(=O)C1)OC1CCS(=O)(=O)C1 (centres undefined)	-1%	-2%	-3	11%	8%	-9%
56	Cc1cccc(-n2ncc(C(=O)N3CCc4ccccc4C3)c2C2CCN(C(=O)OC(C)(C)C)CC2)c1	1%	-2%	?	/	/	/
57	CCc1ccc(OCC(=O)N2CC(C(N)=O)Oc3ccccc32)cc1 (centres undefined)	4%	2%	0	0%	0%	19%
58	O=C(CCN1C(=O)/C(=C\c2ccccc2F)SC1=S)Nc1ccc(C(=O)O)c(O)c1	-12%	-19%	-2	/	4%	-33%
59	COc1ccc(Cl)cc1NC(=O)Cn1c2ncccc2c(=O)n1-c1ccc(C)c(C)c1	2%	-3%	12	/	/	/
60	CCOC(=O)Cc1nc2ccccc2n(CC#N)c1=O	-2%	8%	?	10%	1%	-5%
61	COc1cccc2c1cc1c(=O)n(CC(=O)O)nc(C)n12	12%	0%	6	/	/	/
62	C(=N\N1CCN(C2c3ccccc3-c3ccccc32)CC1)/c1cccs1	1%	-10%	?	12%	5%	-12%
63	N#Cc1ccccc1OCC(=O)NCC(c1ccc(F)cc1)N1CCOCC1 (centres undefined)	-4%	-2%	-16	3%	/	1%
64	CCOC(=O)/C(=C\C=C1/Sc2cc(OCC)c(OCC)cc2N1CC)C(C)=O	-10%	-6%	18	?	-12%	197%[activator]
65	COc1ccccc1CNC(=O)C1CCCN(S(=O)(=O)c2cccc3nsnc23)C1 (centres undefined)	-11%	-9%	-17	-18%	-4%	-5%
66	O=S1(=O)Cc2cc3ccccc3cc2C1	-3%	14%	3	17%	-7%	4%
67	Cc1ccc(NC(=O)c2c(NC(=O)c3ccccc3Cl)sc3c2CCC3)cc1	-4%	?	-1	/	/	/
68	COc1ccc(/C=N/NC(=O)c2cc3c(OC)ccc(OC)c3[nH]2)cc1O	0%	6%	?	?	-11%	-22%
69	COc1cc(OC)cc(C(=O)Nc2cc(-c3nc4cccnc4s3)ccc2C)c1	3%	-3%	-27	/	/	/
70	Cc1nn(C)c(C(=O)N/N=C/c2ccc(Br)cc2)c1Cl	-14%	5%	-35	15%	5%	0%
71	CC1CCCC(NC(=O)Cn2cc(Br)ccc2=O)C1C (centres undefined)	/	/	-8	2%	/	-13%

# Screening results from PubChem.
